Assay outcomes (PubChem)
ELG1 genotox: genotoxicity induction in ELG1-luciferase HEK293T cells. Potency, µM (doses to about 46 µM), without a hit: at the highest dose activity change, positive = activation, actives largely listed as activators. actives 1.3% (n = 330,000). HEK293T ELG1-luciferase reporter, luminescence, 16 h; further: potency means the concentration at half of the fitted maximal effect; % of control where 0% means no effect; nearly all actives have a fitted effect of over 60% in size
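HEK293T cells expressing luciferase-tagged ELG1 were exposed to compound or DMSO vehicle for 16 hr at 37 °C and 5% CO2. Luciferase activity was then measured with ONE-Glo after 30 min at room temperature.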
FLuc counter: inhibits or activates purified firefly luciferase, miR-21 counter-screen; actives 6.9% (n = 360,000); Potency, µM (doses to about 57.5 µM), without a hit: at the highest dose activity change, negative = inhibition, actives largely listed as inhibitors; purified FLuc, Km substrates, luminescence inhibition; P08659;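 further: potency means the concentration at half of the fitted maximal effect; plate controls were vehicle for no effect and reference inhibitor for full effect; nearly all actives have a fitted effect of over 55% in size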
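Biochemical qHTS of compounds, final roughly 60 µM downward over six points, against 10 nM purified firefly luciferase using Km concentrations of substrates (10 uM D-luciferin, 10 uM ATP) in Tris acetate pH 7.5 buffer; luminescence output.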
p53 reactivator: re-activators of mutant p53. actives 0.063% (n = 320,000). H1299 p53-A138V BP100-luciferase reporter, luminescence, 24 h. Potency, µM (titrated, usually from 92.2 µM), inactives show at the top dose activity change, positive = activation, usual class: activators; further: potency means the concentration at half of the fitted maximal effect; % of control where 0% means no effect; nearly all actives have a fitted effect of over 45% in size
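H1299 (p53-null), stable ts p53-A138V + BP100-Luc; 1000 cells/well, Opti-MEM/10% FBS; cpd 4 pt, 1:5; 24 h, 37 deg C, 5% CO2; detection reagent 10 min RT; luminescence.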
BRCA1 expr act: activators of BRCA1 expression | MCF7-BRCA1-FFLuc reporter, luminescence, 48 h; response scale: scaled: vehicle 0%, 10 µM genistein 100% | Potency, µM (doses to about 46.1 µM), for the others: top-dose activation, hits mostly activators | actives 1.1% (n = 380,000); further: potency means the concentration at half of the fitted maximal effect; nearly all actives have a fitted effect of over 80% in size; some results filed as inactive show a strong effect at the top dose
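48 h compound treatment of MCF7-BRCA1-FFLuc cells (phenol-red free MEM, 37 °C), then 15 min with luciferase substrate and luminescence imaging.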
RORg inh: inhibitors of mouse ROR gamma transcriptional activity; P51450; Drosophila S2 Gal4-RORgamma UAS-luciferase reporter, 20 h; Potency, µM (titrated, usually from 53.6 µM), for the others: top-dose activity change, negative = inhibition, most hits filed as inhibitors; actives 5.4% (n = 310,000); AID 2551; further: potency means the concentration at half of the fitted maximal effect; on the % scale 0 is the no-effect control and ±100 the full control effect; nearly all actives have a fitted effect of over 60% in size
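Stably transfected Drosophila Schneider cells are the test system, with ROR gamma fused to Gal4 and luciferase under UAS control; luminescence is read after 20 hr of 700 uM copper sulfate induction at ambient temperature.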
ELG1 DNA repair: blocks ELG1-dependent DNA repair in HEK293T cells; HEK293T ELG1-luciferase reporter, luminescence, 16 h; DNA damage induced by 5-fluorouridine; Potency, µM (doses to about 46.1 µM), for the others: at the top dose activity change, negative = inhibition, hits mostly inhibitors; actives 2.3% (n = 330,000); AID 504467; further: potency means the concentration at half of the fitted maximal effect; on the % scale 0 is the no-effect control and ±100 the full control effect; nearly all actives have a fitted effect of over 55% in size
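Reporter activity after DNA damage by 5-fluorouridine is monitored. Compound-treated cells incubate 16 hr at 37 °C, then ONE-Glo is added for 30 min before luminescence reading.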
Rab9 promoter act: Rab9 promoter activation. Potency, µM (titrated, usually from 9.22 µM), without a hit: at the top dose activation, negative = inhibition, hits mostly activators. actives 2.8% (n = 320,000). Huh7 Rab9 promoter-luciferase reporter, luminescence, 24 h; further: potency means the concentration at half of the fitted maximal effect; % of control where 0% means no effect; nearly all actives have a fitted effect of over 60% in size
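Cell-based reporter: Huh7 stable for Rab9 promoter-driven luciferase, plated in reduced-serum medium with 10% FBS at 1500 cells/well, compound-treated 24 h at 37 °C, luminescence read after 10 min reagent.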
NPC1 prom act: activators of NPC1 promoter; Huh7 NPC1 promoter luciferase reporter, 24 h; Potency, µM (doses to about 9.22 µM), for inactives: top-dose activation, usual class: activators; actives 2.4% (n = 320,000); AID 485313;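 further: potency means the concentration at half of the fitted maximal effect; % of control where 0% means no effect; nearly all actives have a fitted effect of over 60% in size; reporter is driven by a mutant NPC1 promoter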
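NPC1 promoter–luciferase Huh7 cells; 24 h compound; luminescence.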
TRPV1 ag: agonists of human vanilloid receptor 1 (TRPV1); Q8NER1; TRPV1-expressing cells, Fluo-8 calcium influx, agonist mode; activation, % at 8.33 µM; actives 0.19% (n = 320,000); in the data active means activation above about 80%; inconclusive means between about 30% and that limit; further: 0% is about no effect
Target sequence (Q8NER1 whole entry, looked up): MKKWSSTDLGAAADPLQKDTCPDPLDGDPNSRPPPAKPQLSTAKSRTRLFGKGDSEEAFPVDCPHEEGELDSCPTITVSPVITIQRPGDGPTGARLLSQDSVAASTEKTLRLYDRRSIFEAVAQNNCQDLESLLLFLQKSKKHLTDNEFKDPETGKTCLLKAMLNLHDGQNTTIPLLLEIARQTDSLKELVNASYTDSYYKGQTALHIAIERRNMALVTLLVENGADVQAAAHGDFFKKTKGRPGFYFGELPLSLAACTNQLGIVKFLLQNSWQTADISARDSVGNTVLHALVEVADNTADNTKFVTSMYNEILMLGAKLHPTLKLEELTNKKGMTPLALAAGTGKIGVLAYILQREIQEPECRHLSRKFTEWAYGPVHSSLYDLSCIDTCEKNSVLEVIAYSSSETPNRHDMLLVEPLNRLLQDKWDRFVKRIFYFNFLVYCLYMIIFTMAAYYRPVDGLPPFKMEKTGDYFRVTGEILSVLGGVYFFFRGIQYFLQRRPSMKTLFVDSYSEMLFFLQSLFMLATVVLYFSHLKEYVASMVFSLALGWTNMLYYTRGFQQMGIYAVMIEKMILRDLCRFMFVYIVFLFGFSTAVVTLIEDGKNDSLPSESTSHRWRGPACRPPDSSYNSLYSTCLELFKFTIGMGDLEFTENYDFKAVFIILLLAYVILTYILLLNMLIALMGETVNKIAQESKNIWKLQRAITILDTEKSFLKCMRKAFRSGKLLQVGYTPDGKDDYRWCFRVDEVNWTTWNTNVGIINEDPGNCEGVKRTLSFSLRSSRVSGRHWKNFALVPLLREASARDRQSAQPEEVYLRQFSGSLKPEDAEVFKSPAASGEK
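Cells expressing TRPV1 were dye-loaded with Fluo-8 and read kinetically: 10 s baseline, 3 min after compound (agonist portion), then 2 min after EC20 capsaicin (allosteric enhancer portion). Calcium-bound dye fluorescence at 480/520 nm.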
Tb PFK block: T. brucei PFK enzyme inhibition | O15648 | T. brucei PFK, ADP-Glo luminescence | Potency, µM (series often up to 57.5 µM), inactives show top-dose activity, negative = inhibition, usual class: inhibitors | actives 0.17% (n = 330,000) | AID 485367;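 further: potency means the concentration at half of the fitted maximal effect; 0% = uninhibited 1x PFK enzyme wells and -100% = no-enzyme wells; nearly all actives have a fitted effect of over 60% in size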
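Activity is normalized to no-enzyme wells (full inhibition) and 1.25 nM enzyme wells (no inhibition). Reaction: 0.5 mM F6P, 0.1 mM ATP, 45 min RT, ADP-Glo luminescence; concentration-response curves fitted and classed by quality.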
VP16 counter: inhibits Gal4-VP16 luciferase reporter, ROR gamma counter-screen | actives 3.5% (n = 310,000) | Potency, µM (highest dose often 53.6 µM), for the others: top-dose activity, negative = inhibition, hits mostly inhibitors | Drosophila S2 Gal4-VP16 UAS-luciferase, luminescence, 20 h;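 further: Gal4-VP16 expression switched on by copper sulfate through the metallothionein promoter; potency means the concentration at half of the fitted maximal effect; on the % scale 0 is the no-effect control and ±100 the full control effect; nearly all actives have a fitted effect of over 50% in size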
* hit, by the source's call; u = inconclusive; x = no result given; [ ] = remark or other dose. Unless noted, the call rests on the fitted dose curve; in most records, active means well fitted curve in the direction sought with a large enough effect; inconclusive means small, poorly fitted or top-dose-only effect, or another doubt; inactive means no such curve, though single readings can be large; an effect the other way counts as inactive or inconclusive.

SMILES	ELG1 genotox	FLuc counter	p53 reactivator	BRCA1 expr act	RORg inh	ELG1 DNA repair	Rab9 promoter act	NPC1 prom act	TRPV1 ag	Tb PFK block	VP16 counter
COc1cc(-c2c(-c3ccc4c(c3)OCO4)noc2-c2ccsc2)ccc1F	1%	-17%	15%	13%	17%	29%	12%	7%	5	-1%	1%
NC(CC(=O)OC1CCCCC1)C(=O)OC1CCCCC1 (centres undefined)	0%	1%	1%	-11%	-9%	26%	-1%	3%	24	0%	-2%
Cc1ccc(-c2noc(C3CCCN(C(=O)c4cccc([N+](=O)[O-])c4)C3)n2)o1 (centres undefined)	1%	-18%	16%	u	13%	u	u	u	0	-18%	7%
Cc1ccc(CCN2CC(C(=O)NCCN(C)C)CC2=O)cc1 (centres undefined)	-4%	-1%	-1%	-12%	11%	4%	-3%	1%	-3	0%	0%
COC(=O)c1ccccc1NC(=S)N1CCN(c2ccccc2)CC1	-5%	-2%	-2%	13%	-23%	-7%	-6%	-1%	2	-5%	0%
Cc1ccc(N2CC(C(=O)Nc3ccccc3OC(F)F)CC2=O)cc1 (centres undefined)	0%	4%	8%	-7%	x	3%	9%	-1%	19	-3%	x
c1ccc(SCc2nc3ccccc3[nH]2)nc1	u	21µM*	15%	u	-10%	u	u	u	14	-9%	29%
CNC(=S)N(Cc1ccc(Cl)cc1)Cc1cccs1	-4%	1%	-6%	-3%	-17%	-4%	-4%	-1%	22	0%	7%
Cc1cc(Nc2cccc(C(=O)O)c2)n2ncnc2n1	1%	-5%	-3%	-19%	-1%	23%	-4%	-1%	0	1%	7%
Cn1c(NC(=O)C2c3ccccc3Oc3ccccc32)cc(=O)n(C)c1=O	9%	-1%	-9%	-28%	28%	19%	1%	-2%	17	-4%	-2%[0.365 µM]
CC(NS(=O)(=O)c1ccccc1)C(=O)NC1CCCC1 (centres undefined)	7%	7%	-3%	13%	1%	14%	1%	-5%	-2	-5%	0%
O=C(N/C=N/O)C(c1ccccc1)c1ncc(C(F)(F)F)cc1Cl (centres undefined)	-1%	-1%	-2%	-22%	7%	10%	-4%	0%	-1	8%	4%
CN(C)c1cccc(C(=O)OCCNC(=O)c2cccc(S(=O)(=O)N3CCOCC3)c2)c1	-7%	-18%	-6%	0%	u	7.3µM*	-10%	-5%	-2	-18%	u
CN(c1ccc(C(=O)Nc2ccccc2C(=O)N2CCOCC2)cc1)S(C)(=O)=O	-1%	-12%	3%	0%	u	13%	-2%	-1%	-1	-1%	16%
O=C(CC(=O)NCc1ccccc1)NCc1ccccc1	1%	5%	-9%	18%	-12%	-6%	-5%	-1%	3	-7%	1%
CC(C)(C)CN1C(=O)C(=O)NC[C@@H]1Cc1ccc(O)cc1	4%	0%	-2%	1%	1%	14%	-4%	-2%	-3	1%	8%
O=C1CCC(C(=O)N2CCCCO2)CN1CCc1ccccc1 (centres undefined)	u	17µM*	u	u	15%	u	u	u	0	-6%	5%
O=S(=O)(c1ccc(F)cc1)c1nc(-c2ccco2)oc1Nc1ccc(F)cc1	3%	0%	3%	-17%	u	u	11%	-2%	u	5%	-4%
CCOC(=O)c1cnc2ccc(C(=O)OC)cc2c1NCc1ccco1	4%	0%	2%	x	8%	3%	1%	0%	3	-5%	9%
CCOC(=O)N1CCN(CC(=O)c2ccc(O)c(C)c2O)CC1	6%	u	u	52%	5%	u	-1%	-2%	1	2%	u
COc1c(Cl)cccc1-c1cn2ccccc2n1	4.1µM*	0.54µM*	u	u	11µM*	u	1.3µM*	0.79µM*	10	3%	u
CCOC(=O)c1c(NC(=O)CSc2n[nH]c(-c3ccco3)n2)sc(C)c1C	-7%	2%	-18%	-8%	25%	-23%	-5%	-5%	7	9%	10%
Cc1ccc(/C=C2/SC(=O)N(CC(=O)N3CCOCC3)C2=O)s1	5%	u	1%	4%	6%	26%	-5%	-1%	7	-2%	-5%
O=c1c2ccccc2nc2n1CCCS2	4%	6%	9%	25%	-20%	3%	-3%	-8%	4	5%	-2%
O=C(c1ccc(Cl)cc1)N1CCC(C(=O)N2CCN(c3ncccn3)CC2)CC1	1%	-1%	-6%	-6%	x	-19%	-4%	-1%	-2	9%	x
CCCN1CCN(CCCNC(=O)CCNC(=O)Cn2ccc3ccccc3c2=O)CC1	0%	4%	2%	50%	12%	10%	0%	-2%	-2	-6%	3%
O=c1oc2ccccc2n1Cc1ccccc1F	2%	-2%	0%	-2%	12%	8%	0%	0%	6	1%	14%
COc1cccc(S(=O)(=O)NCc2ccc(C(=O)Nc3ccc(Cl)cc3)cc2)c1	2%	1%	-5%	-21%	-16%	u	-2%	0%	2	10%	u
CC(NC(=O)C1CCN(S(=O)(=O)c2ccc(Br)s2)CC1)c1ccccc1 (centres undefined)	-1%	0%	-2%	-18%	1%	u	3%	0%	5	-1%	0%
COc1ccc(C2SCCN2C(=S)Nc2cccc(Cl)c2)cc1 (centres undefined)	0%	1%	14%	-73%	u	1%	9%	-1%	15	-7%	u
O=C(CN1CCN(Cc2ccccc2)CC1)Nc1cccc(Br)c1	-9%	3%	-1%	-24%	9%	2%	1%	-4%	8	-2%	5%
N#CNC1=NCN(CCc2ccccc2)CN1	0%	-1%	-5%	-31%	-13%	0%	-3%	0%	-2	0%	7%
CCC(C)(NC(=O)c1ccc2c(c1)OCO2)C(=O)NC1CCCCC1 (centres undefined)	2%	-1%	-2%	-4%	-3%	10%	-2%	-2%	1	0%	-3%[10 µM]
CC1=NN(C(N)=S)C(=O)C1N=Nc1cccc([N+](=O)[O-])c1 (centres undefined)	2%	12µM*	6%	-32%	0.5µM*	u	u	3.5µM*	-3	0%	1.6µM*
Cc1cc(N2CCOCC2)cc(C)[n+]1[O-]	-4%	1%	-10%	6%	-9%	13%	0%	4%	-1	1%	-5%
O=c1n(Cc2ccccc2)nc2n1-c1ccccc1SC2	8%	-18%	1%	96%	u	u	u	u	28	-19%	1%

Exported as a markdown table: part of the list above
| structure | ELG1 genotox | FLuc counter | p53 reactivator | BRCA1 expr act | RORg inh | ELG1 DNA repair | Rab9 promoter act | NPC1 prom act | TRPV1 ag | Tb PFK block | VP16 counter |
| --- | --- | --- | --- | --- | --- | --- | --- | --- | --- | --- | --- |
| CC1=NN(C(N)=S)C(=O)C1N=Nc1cccc([N+](=O)[O-])c1 (centres undefined) | 2% | 12µM* | 6% | -32% | 0.5µM* | u | u | 3.5µM* | -3 | 0% | 1.6µM* |
| CCC(C)(NC(=O)c1ccc2c(c1)OCO2)C(=O)NC1CCCCC1 (centres undefined) | 2% | -1% | -2% | -4% | -3% | 10% | -2% | -2% | 1 | 0% | -3%[10 µM] |
| O=C(CN1CCN(Cc2ccccc2)CC1)Nc1cccc(Br)c1 | -9% | 3% | -1% | -24% | 9% | 2% | 1% | -4% | 8 | -2% | 5% |

Following part:
SMILES	ELG1 genotox	FLuc counter	p53 reactivator	BRCA1 expr act	RORg inh	ELG1 DNA repair	Rab9 promoter act	NPC1 prom act	TRPV1 ag	Tb PFK block	VP16 counter
CCNC(=O)CC1C(=O)N(c2ccc(OC)cc2)C(=O)N1Cc1ccc(OC)cc1 (centres undefined)	0%	0%	-1%	-2%	1%	10%	12%	1%	-3	-2%	-4%
Cc1nnc(OCc2nc3ccccc3n2C)c2ccccc12	u	-14%	25%	u	8%	u	21%	14%	10	-10%	29%
Cc1ccc(C2(C)NC(=O)N(CC(=O)N3c4ccccc4NC(=O)CC3C)C2=O)cc1 (centres undefined)	-1%	1%	-1%	0%	x	9%	-5%	2%	-5	12%	x
COc1cccc(C(=O)N2CCCN(C)CC2)c1OC	0%	0%	x	-1%	2%	1%	0%	-3%	5	2%	-3%
CCn1c(CCNC(=O)c2ccc(C)cc2)nnc1SCc1ccc(Cl)c(Cl)c1	-8%	-2%	0%	-31%	-11%[10 µM]	u	-4%	-3%	26	0%	-4%
O=S(=O)(/N=C(/Nc1nc2ccccc2s1)c1ccccc1)c1ccc(F)cc1	14%	19µM*	u	-38%	x	u	u	13%	9	11%	x
CCC(C)(C)n1nnnc1C(c1ccc(N(C)C)cc1)N1CCN(C2CCCCC2)CC1 (centres undefined)	0%	0%	5%	2%	29%	11%	-3%	-2%	3	1%	-20%
Cc1cc(NCc2ccccc2)n2ncnc2n1	0%	0%	1%	-5%	u	-8%	-1%	-9%	-1	2%	-1%
CCOc1ccc(NC(=O)C2CCCN2C(=O)NC2CCCCC2)cc1 (centres undefined)	10%	2%	2%	-1%	-16%	11%	-2%	1%	2	-1%	-15%
COc1ccc(C[C@H]2CN3C(=NC[C@@H]3C(C)C)N2C[C@H](C)NC(=O)c2ccc(C)c(Br)c2)cc1	-6%	-2%	2%	-33%	-1%	-1%	-3%	-1%	2	-1%	-7%
Cc1ccc(Nc2nnc(SCC(=O)NCC3CCCO3)s2)cc1 (centres undefined)	3%	x	8%	22%	x	-2%	x	x	x	-4%	x

Compounds were not picked by outcome. Share with any hit: about 15%.
